# NS3 helicase inh: HCV NS3 helicase inhibition. inhibition, % at 10.9 µM. actives 0.56% (n = 290,000). NS3 helicase DNA unwinding, Cy5 molecular beacon fluorescence;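 active = inhibition above the mean of all tested compounds plus 3 SD, set per campaign, cut at about 35% in these data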;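 note: 0% = DMSO wells and 100% = thioflavine S control wells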
#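 Assay system – hepatitis C virus NS3 helicase domain fragment enzyme · Buffer or medium – MOPS pH 6.5, MgCl2, DTT, Tween20, BSA · Reagent – Cy5/quencher beacon DNA duplex and ATP to start · Compound – single 10.9 µM dose · Timing – 1 h at 25 °C · Technique – Cy5 beacon fluorescence read at start and 1 h · Measure – % inhibition of unwinding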
# IMP-1 inh: blocks Pseudomonas aeruginosa IMP-1 metallo-beta-lactamase; actives 0.45% (n = 290,000); purified IMP-1, nitrocefin hydrolysis, epi-absorbance fluorescence; inhibition, % at 5.6 µM; AID 1556;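 active = inhibition above the mean plus 3 SD of all compounds in the same screening run, cut at about 4.5% in these data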;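 note: 0% = IMP-1 with DMSO and 100% = DMSO wells lacking enzyme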
#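 System: purified IMP-1 / Input: IMP-1 dispensed at 0.2 nM / Medium: 50 mM HEPES pH 7.1, 50 µM ZnSO4, 0.05% Brij 35 / Timing: 15 min enzyme–compound preincubation, then 25 min nitrocefin reaction, 25 °C / Technique: plate fluorescence quenching by hydrolysis product, ex 480/em 530 nm / Repeats: singlicate testing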
# PHOSPHO1 block: blocks human PHOSPHO1 phosphatase activity; AID 1565; Q8TCT1; inhibition, % at 13.3 µM; recombinant PHOSPHO1, absorbance phosphatase assay; actives 1.1% (n = 290,000); in the data active = inhibition above about 60%
# MEKK3 PB1 HTS: MEKK3-MEK5 PB1 interaction, increase or decrease; binding response (% of control), % at 10 µM; actives 1.4% (n = 290,000); bead-based flow cytometry, Alexa488-MEK5 binding to MEKK3; actives lie on both sides; 0 = blocked by unlabeled MEK5, 100 = vehicle; Q99759;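 active = binding response more than 3 SD above or below the average of its plate-row segment, actives on both sides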;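 note: Alexa488 bead fluorescence after subtracting the streptavidin-only scavenger bead signal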
# VIM-2 inhibitor: blocks Pseudomonas aeruginosa VIM-2 metallo-beta-lactamase; purified VIM-2, nitrocefin hydrolysis, epi-absorbance fluorescence; inhibition, % at 5.6 µM; actives 0.89% (n = 290,000);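 active = inhibition above the mean of all tested compounds plus 3 SD, cutoff set per screening run, cut at about 7.5% in these data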;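 note: red hydrolysis product quenches plate fluorescence so inhibitors raise well fluorescence; 0% = enzyme with DMSO and 100% = DMSO without enzyme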
# DNA FID counter: displaces DNA intercalator in HCV helicase counter-screen. DNA fluorescent intercalator displacement, fluorescence. inhibition, % at 7.9 µM. actives 0.17% (n = 290,000); in the data active = inhibition above about 37%;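 note: 0% = vehicle and 100% = reference compound; higher means more ethidium bromide displaced from hairpin DNA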
# UBC9 SUMO inh: blocks human SUMOylation mediated by UBC9; P63279; HTRF SUMOylation assay, SAE1/SAE2 + UBC9, in vitro; inhibition, % at 35 µM; actives 0.36% (n = 290,000); AID 2006; in the data active = inhibition above about 50%, passing the limit was not always enough; note: strong numbers were not always called active
# pCIP destab: lowers stability of the mouse p/CIP coactivator protein. actives 0.01% (n = 290,000). F442A p/CIP-EGFP cells, EGFP fluorescence, 16 h. decrease of EGFP signal, % at 10 µM;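 active = EGFP signal decrease of at least 30% at 10 µM or well 3 SD below plate mean, unless failing retest; inactive = the rest, including hits failing retest or dose response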; note: some compounds called inactive have numbers as strong as hits; many of its hits are not listed in these tables
# Target sequence (Q05BA5 1-1403): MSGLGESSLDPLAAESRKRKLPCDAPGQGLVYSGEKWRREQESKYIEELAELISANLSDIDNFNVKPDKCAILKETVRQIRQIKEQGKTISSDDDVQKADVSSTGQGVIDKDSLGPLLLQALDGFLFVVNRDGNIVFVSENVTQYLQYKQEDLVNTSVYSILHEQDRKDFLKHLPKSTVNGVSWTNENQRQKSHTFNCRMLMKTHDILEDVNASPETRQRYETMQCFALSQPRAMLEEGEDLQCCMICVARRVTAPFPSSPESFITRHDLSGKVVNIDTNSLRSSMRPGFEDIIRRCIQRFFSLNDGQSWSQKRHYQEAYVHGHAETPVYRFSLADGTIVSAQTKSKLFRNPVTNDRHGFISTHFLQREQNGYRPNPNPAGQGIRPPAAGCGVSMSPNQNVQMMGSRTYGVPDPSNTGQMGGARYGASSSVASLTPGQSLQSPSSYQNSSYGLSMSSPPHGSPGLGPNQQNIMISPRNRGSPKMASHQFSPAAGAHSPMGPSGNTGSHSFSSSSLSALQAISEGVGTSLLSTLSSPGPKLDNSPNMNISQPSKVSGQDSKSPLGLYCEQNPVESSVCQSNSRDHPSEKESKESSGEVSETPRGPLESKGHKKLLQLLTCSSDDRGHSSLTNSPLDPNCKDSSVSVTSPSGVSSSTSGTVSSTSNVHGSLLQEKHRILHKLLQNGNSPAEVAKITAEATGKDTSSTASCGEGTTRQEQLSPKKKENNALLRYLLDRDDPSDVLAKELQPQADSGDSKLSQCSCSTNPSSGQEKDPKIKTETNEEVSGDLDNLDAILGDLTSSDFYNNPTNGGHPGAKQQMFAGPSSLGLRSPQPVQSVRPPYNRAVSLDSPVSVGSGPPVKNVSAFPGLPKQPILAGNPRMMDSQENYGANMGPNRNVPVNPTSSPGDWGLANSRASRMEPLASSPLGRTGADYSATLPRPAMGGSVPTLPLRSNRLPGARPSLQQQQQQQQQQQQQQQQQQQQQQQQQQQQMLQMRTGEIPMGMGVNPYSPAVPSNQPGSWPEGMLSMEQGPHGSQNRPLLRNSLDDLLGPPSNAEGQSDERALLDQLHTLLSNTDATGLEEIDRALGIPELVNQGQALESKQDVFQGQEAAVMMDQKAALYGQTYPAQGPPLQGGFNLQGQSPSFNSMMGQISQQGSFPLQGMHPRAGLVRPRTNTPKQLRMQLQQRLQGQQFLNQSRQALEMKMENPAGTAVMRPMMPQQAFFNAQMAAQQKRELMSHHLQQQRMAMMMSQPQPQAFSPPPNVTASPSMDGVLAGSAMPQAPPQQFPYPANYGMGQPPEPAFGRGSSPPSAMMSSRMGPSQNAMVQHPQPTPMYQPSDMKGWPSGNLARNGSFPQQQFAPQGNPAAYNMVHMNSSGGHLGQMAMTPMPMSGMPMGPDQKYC
# IDE cell activ: activators of human insulin-degrading enzyme in cells; actives 0.073% (n = 340,000); activation, % at 5.96 µM; HEK cells, FAbeta-B cleavage, fluorescence polarization; 0% vehicle, 100% cell-free pure enzyme wells; AID 493087; P14735;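 active = activation above the mean of all tested compounds plus 3 SD, set per screening campaign, cut at about 17% in these data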
# Starred values were filed as active, the others as inactive; nt = no result given; [ ] = dose if it differs, or a comment.
SMILES,NS3 helicase inh,IMP-1 inh,PHOSPHO1 block,MEKK3 PB1 HTS,VIM-2 inhibitor,DNA FID counter,UBC9 SUMO inh,pCIP destab,IDE cell activ
O=C(NCCNC(=O)c1ccc(Cl)cc1Cl)c1ccco1,-1,-3.3,22,101,-1.2,-3,-8,6,1
CCOc1cccc2c1OC1(C)CC2NC(=O)N1c1ccc(OC)cc1 (stereo unspecified),15,-5.8,32,98,-0.3,-14,14,4,1
CCOC(=O)c1ccc(N2C(=O)CC(NC3CCN(C(=O)c4ccc(F)cc4)CC3)C2=O)cc1 (stereo unspecified),5,-6.4,7,98,-3.2,-40,-16,-12,-4
CCCCCc1ccc(C2=NNC(=O)CC2)cc1,0,-2.4,36,101,1.0,-29,16,-7,4
C=CCNC(=O)c1cccc(NS(=O)(=O)c2ccc(Cl)cc2)c1,-9,-0.8,-16,101,0.1,-5,2,-7,6
CC(C)(C)C(=O)OC/C(N)=N/OC(=O)c1ccccc1,3,-1.0,28,99,-1.3,-4,10,-10,3
CC(=O)c1sc(NC(=O)C2COc3ccccc3O2)nc1C (stereo unspecified),-7,-3.7,-17,100,-3.0,-7,-18,5,9
NS(=O)(=O)c1ccc(NC(=O)CSc2nnc(COc3ccccc3Cl)n2C2CC2)cc1,-1,-4.1,28,93,-1.8,-18,12,-3,2
CN1C(=O)NC(c2ccccc2)C2=C1CN(c1cccc(C(F)(F)F)c1)C2=O (stereo unspecified),-1,-1.1,-3,100,0.3,-10,-9,3,4
O=C(CCCN1C(=O)/C(=C/c2cccs2)SC1=S)Nc1cccc(C(=O)O)c1,18,-3.4,32,125,-4.8,-17,4,-4,5
Cc1cc(NC(=O)Nc2ccc(F)cc2F)n(C)n1,3,-4.2,32,105,-3.4,-7,14,-5,-4
Cc1ccc(N2CCN(C(=O)C3CCC(=O)N(Cc4ccc(Cl)cc4)C3)CC2)c(C)c1 (stereo unspecified),-6,-6.7,31,101,-3.1,-60,3,-14,5

# 12 compounds out of the list, ordered by molar mass, smallest number first:
SMILES,NS3 helicase inh,IMP-1 inh,PHOSPHO1 block,MEKK3 PB1 HTS,VIM-2 inhibitor,DNA FID counter,UBC9 SUMO inh,pCIP destab,IDE cell activ
CCCCCc1ccc(C2=NNC(=O)CC2)cc1,0,-2.4,36,101,1.0,-29,16,-7,4
Cc1cc(NC(=O)Nc2ccc(F)cc2F)n(C)n1,3,-4.2,32,105,-3.4,-7,14,-5,-4
CC(C)(C)C(=O)OC/C(N)=N/OC(=O)c1ccccc1,3,-1.0,28,99,-1.3,-4,10,-10,3
CC(=O)c1sc(NC(=O)C2COc3ccccc3O2)nc1C (stereo unspecified),-7,-3.7,-17,100,-3.0,-7,-18,5,9
O=C(NCCNC(=O)c1ccc(Cl)cc1Cl)c1ccco1,-1,-3.3,22,101,-1.2,-3,-8,6,1
C=CCNC(=O)c1cccc(NS(=O)(=O)c2ccc(Cl)cc2)c1,-9,-0.8,-16,101,0.1,-5,2,-7,6
CCOc1cccc2c1OC1(C)CC2NC(=O)N1c1ccc(OC)cc1 (stereo unspecified),15,-5.8,32,98,-0.3,-14,14,4,1
CN1C(=O)NC(c2ccccc2)C2=C1CN(c1cccc(C(F)(F)F)c1)C2=O (stereo unspecified),-1,-1.1,-3,100,0.3,-10,-9,3,4
O=C(CCCN1C(=O)/C(=C/c2cccs2)SC1=S)Nc1cccc(C(=O)O)c1,18,-3.4,32,125,-4.8,-17,4,-4,5
Cc1ccc(N2CCN(C(=O)C3CCC(=O)N(Cc4ccc(Cl)cc4)C3)CC2)c(C)c1 (stereo unspecified),-6,-6.7,31,101,-3.1,-60,3,-14,5
CCOC(=O)c1ccc(N2C(=O)CC(NC3CCN(C(=O)c4ccc(F)cc4)CC3)C2=O)cc1 (stereo unspecified),5,-6.4,7,98,-3.2,-40,-16,-12,-4
NS(=O)(=O)c1ccc(NC(=O)CSc2nnc(COc3ccccc3Cl)n2C2CC2)cc1,-1,-4.1,28,93,-1.8,-18,12,-3,2

# Following part
SMILES,NS3 helicase inh,IMP-1 inh,PHOSPHO1 block,MEKK3 PB1 HTS,VIM-2 inhibitor,DNA FID counter,UBC9 SUMO inh,pCIP destab,IDE cell activ
OC(CN1CCN(c2cccc(Cl)c2)CC1)c1ccccc1 (stereo unspecified),4,-2.8,50,98,-3.0,-5,-4,-1,-2
CCCCN(C(=O)CSc1nnc2ccccn12)c1c(N)n(Cc2ccccc2)c(=O)[nH]c1=O,5,-3.0,-37,128*,-3.9,-14,11,-19,4
O=C(CSCc1cnn(-c2ccccc2)c1-n1cccc1)NCc1ccc2c(c1)OCO2,-2,-0.4,-6,99,-2.6,-27,-12,1,4
Cc1nc(NCC2CCCO2)[nH]c(=O)c1CCC(C)C (stereo unspecified),6,-3.2,28,98,-3.8,-17,-18,-14,-1
Cc1oc(-c2ccccc2F)nc1CN1CCC(C(=O)NCCC2=CCCCC2)CC1,-35,-3.3,14,104,-3.1,10,-6,2,8
COc1ccc(C(=O)N/N=C/c2sc(=O)n(Cc3cccc(C(=O)O)c3)c2Cl)cc1,11,-2.3,37,98,-3.0,-18,10,-5,4
O=c1ccn(Cc2ccc(F)cc2)c2ccnc(C(F)(F)F)c12,16,-2.6,0,97,-0.5,-7,18,-9,1
COc1ccc(CN(CC(=O)NC2CCCC2)C(=O)CN2C(=O)COc3ccccc32)cc1,12,-2.0,2,101,0.1,-34,-4,6,6
CN(C(=O)C1CCOC1)c1nnc(C2CCOC2)s1 (stereo unspecified),-5,-2.3,-4,80,-1.7,3,-25,-9,-1
CN1C2=C(C#N)C(c3ccccc3)(C(F)(F)F)NC(=O)N2c2ccccc21 (stereo unspecified),0,-2.0,10,99,-1.4,-4,-4,-1,-4
C=CCN=C1N[C@@H](c2cccc(C(F)(F)F)c2)C(C(=O)OC)=C(C)N1CC,-8,-2.4,-2,98,0.3,13,-2,2,1
CCOC(=O)C1(P(=O)(c2ccc(Cl)cc2)c2ccc(Cl)cc2)CCC1,8,-0.8,12,99,-0.9,-44,-1,-18,7

# Some of these compounds in order of the VIM-2 inhibitor value, largest number first.
Compound | VIM-2 inhibitor
CCOC(=O)C1(P(=O)(c2ccc(Cl)cc2)c2ccc(Cl)cc2)CCC1 | -0.9
CN(C(=O)C1CCOC1)c1nnc(C2CCOC2)s1 (stereo unspecified) | -1.7
Cc1nc(NCC2CCCO2)[nH]c(=O)c1CCC(C)C (stereo unspecified) | -3.8

# Next part:
SMILES,NS3 helicase inh,IMP-1 inh,PHOSPHO1 block,MEKK3 PB1 HTS,VIM-2 inhibitor,DNA FID counter,UBC9 SUMO inh,pCIP destab,IDE cell activ
[2H]C([2H])(CCOS(N)(=O)=O)c1ccccc1,-10,-0.7,-7,101,-1.3,-3,5,-2,4
O=C1C2CC=C(Cl)CC2C(=O)N1c1ncn[nH]1 (stereo unspecified),3,0.7,-35,92,0.1,1,2,1,3
CN1CCN(C(=O)C2CCCCC2C(=O)O)CC1 (stereo unspecified),5,-2.2,9,101,-2.7,0,12,-26,-4
CCC(C(=O)OC)n1cnc2c(nnn2-c2ccc(C)cc2)c1=O (stereo unspecified),-2,-1.3,15,103,0.3,-17,-5,4,6
Cc1ccc(-n2nnc(-c3ccnc4ccccc34)n2)cc1,-1,-2.5,26,100,-2.5,-6,4,-11,4
CCOC(=O)c1c(NC(=O)c2ccc(S(=O)(=O)N3CCOCC3)cc2)sc2c1CC(C)(C)NC2(C)C,-14,-1.3,2,109,0.5,-3,16,-11,7
O=C(c1cccc([N+](=O)[O-])c1)N1CCOCC1,9,-2.4,-15,109,-3.5,1,3,-8,-1
Cc1ccc(CC(=O)NCC(c2ccco2)N(C)C)cc1C (stereo unspecified),13,-1.0,19,nt,-1.5,1,-6,13,4
COc1ccc(OC)c2c1sc(=NC(=O)C1CC1)n2C,3,-1.5,-11,90,2.1,-13,21,-6,8
O=C(/C=C/c1ccccc1Cl)Nc1ccc2c(c1)C(=O)NC2=O,1,-2.1,38,102,0.1,-7,35,4,3
O=Cc1ccc(OCc2nnsc2Cl)cc1,-2,-2.9,41,102,-5.6,5,-2,12,-2
CN1C(=O)CC(N2CCN(Cc3ccc(Cl)cc3)CC2)C1=O (stereo unspecified),0,-5.3,5,109,-1.2,-1,9,-18,4
COc1ccc(OCCC(=O)OCC(=O)NCCC2=CCCCC2)cc1,5,-2.1,2,99,-2.1,-25,7,-11,2
CCOC(=O)C(NCc1ccccc1OC)(NC(=O)CC)C(F)(F)F (stereo unspecified),1,-0.6,29,106,-2.4,5,-12,-3,-1
CCC(/C=C1\Sc2ccc(OC)cc2N1CC)=C\c1sc2ccc(OC)cc2[n+]1CCCS(=O)(=O)[O-],8,-1.1,-38,56*[inhibitor],-1.4,-40,1,-2,1
Cc1ccc(CS(=O)(=O)CCC(=O)NCc2ccc(F)cc2)cc1,4,-0.8,20,103,-2.6,-5,6,-8,3
O=C(O)c1oc2ccccc2c1CSc1ccc(Cl)cc1,-14,-1.5,16,101,1.5,-7,5,-12,0
CCOC(=O)c1cccc2c(=O)c(C(=O)c3ccc(Cl)cc3)c(C(=O)OC)[nH]c12,4,-4.7,14,104,-4.1,-9,-1,4,4
COc1ccc(CCNc2ncnc3c2nnn3Cc2ccccc2)cc1,2,-6.0,20,104,-1.2,-31,5,-4,4
CCOc1ccc(C(=O)NC2CC3CCCC(C2)N3Cc2ccccc2)cc1 (stereo unspecified),-3,-2.3,14,105,-3.1,12,-6,-7,1
NC1=NC2(CCCCCC2)n2c(nc3ccccc32)N1,-10,-5.3,-21,99,-3.2,5,-4,-6,2
COc1cc(Cl)c(C)cc1NC(=O)c1ccc2c(c1)OCO2,0,-5.5,nt,105,-2.9,-13,-7,-7,1
CCn1c(/N=C/c2ccc(OC)cc2O)nc2ccccc21,4,-3.3,24,100,-0.8,1,33,-7,4
C[C@H](NC(=O)C1CC(=O)N(c2ccc3c(c2)OCCO3)C1)C(=O)NC1CCCC1 (stereo partly specified),-5,-2.2,-27,102,-2.1,-12,nt,-11,8
Cc1cccc(C)c1NC(=O)C(c1ccccc1)N1CCC2(CC1)OCCO2 (stereo unspecified),-1,-3.4,nt,106,-2.5,-18,nt,nt,-2
O=C(Nc1cc(Cl)cc(Cl)c1)N1CCCN(Cc2ccccc2)CC1,-36,-0.1,3,92,-1.8,11,11,0,9
Cn1c(=O)c2c(ncn2CC(=O)N2CCN(C(=O)c3ccco3)CC2)n(C)c1=O,1,-2.9,47,85,-2.7,-3,12,2,2
O=C(NC(=S)N1CCN(C/C=C/c2ccccc2)CC1)c1c(F)cccc1F,-23,-5.0,4,101,-6.7,-27,19,-4,4
COc1ccccc1N1CCN(C(=O)COc2cccc3ccccc23)CC1,-19,-3.2,14,96,-1.5,-32,4,-4,0
CCOCCc1nn2c(=O)cc(CSCC(=O)Nc3ccccc3)nc2s1,19,-1.9,18,96,0.8,-19,nt,-7,3
COc1ccc(CCNC(=O)COC(=O)c2ccc(Br)o2)cc1,3,-5.3,-9,109,-1.4,-13,-1,-6,0
CC1(C)NC(=O)N(CC(O)CN(c2ccccc2)S(=O)(=O)c2ccccc2)C1=O (stereo unspecified),-3,-3.3,4,104,1.5,-3,-12,0,2
O=C1OC(Nc2ccc(Br)cn2)c2ccccc21 (stereo unspecified),10,-4.1,18,104,-2.2,-1,28,-7,2

# This is a subset; count on the stated rates, not on these rows.
